# Compound activity deposited in PubChem by National Center for Advancing Translational Sciences (NCATS).
# aSyn tox rescue – alpha-synuclein toxicity suppression in yeast | Potency, µM (top dose mostly 46.1 µM), for the others: top-dose growth rescue (activation), actives largely listed as activators | S. cerevisiae alpha-synuclein toxicity rescue, BacTiter-Glo growth, 24 h | AID 1347070 | 0.02% of 94,000 active; active means well fitted activation curve with a large enough effect; inconclusive means small, poorly fitted or top-dose-only effect; further: 0% is about no effect
#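 Growth restoration measured by BacTiter-Glo luminescence after 24 hr at 30 deg C; alpha-synuclein yeast, raffinose-pregrown to mid-log, were added at OD600=0.02 in galactose medium onto pinned compounds.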
# * hit, by the source's call; ? = inconclusive; & = joins results of further samples; [ ] = dose if it differs, or a comment. Potency means the concentration at half of the fitted maximal effect.
SMILES,aSyn tox rescue
CN(CC(=O)Nc1ccc(F)cc1)C(=O)c1ccc2ccccc2n1,-6%
Cc1ccc2oc(-c3cc(NC(=O)c4ccco4)ccc3Cl)nc2c1,-24%
COC(=O)c1cc(OC)c(OC)cc1NC(=O)CCNC(=O)c1ccco1,1%
COc1ccc(NC(=O)C(NS(=O)(=O)c2ccc3c(c2)CCCC(=O)N3)C(C)C)c(OC)c1 (configuration not stated),-10%
CC(=O)N1CCN(Cc2nc3cc(NC(=O)Nc4ccccc4)ccc3n2C)CC1,-18%
Cc1ccc(-n2nc(C)c3nc(CCC(=O)Nc4cccc(C)c4C)c(=O)n(C)c32)cc1,-3%
CCc1ccc(NCc2cc3ccc(OC)cc3n(CC(=O)Nc3c(C)cc(C)cc3C)c2=O)cc1,7%
CN(C)/C=N/c1ncc(-c2ncc(C(F)(F)F)cc2Cl)cn1,-2%
COCCCNC(=O)c1ccc(Cn2c(=O)c3ccccc3n(Cc3ccccc3C)c2=O)cc1,-8%
CCOC(=O)c1c(SCC(=O)Nc2nc3ccc(C)cc3s2)nc(=O)[nH]c1C,4%
Cc1ccc(OCC(=O)Nc2ccc3nc(SCC(=O)N4CCc5ccccc54)sc3c2)cc1,2%
COc1ccccc1NC(=O)C(C)N(C)CCOc1ccccc1 (configuration not stated),3%
CCN(CC)S(=O)(=O)c1ccc2oc(C(=O)Nc3cc(C)ccc3OC)c(C)c2c1,-4%
COc1ccc(-n2ncc(C(=O)NCCCN3CCCCC3)c2C2CCN(C(=O)OC(C)(C)C)CC2)cc1,4%
O=C(CCc1ccccc1)NC(c1cccs1)c1cc(Cl)c2cccnc2c1O (configuration not stated),?
CC(=O)Nc1ccc(S(=O)(=O)NCC(=O)OCC(=O)NC(=O)c2cccn2C)cc1,-7%
CCC(=O)NCc1nc2ccccc2n1Cc1ccccc1,1%
CCN(CC)c1nn2c(=O)c(C(=O)NCCc3ccc(C)cc3)cnc2s1,3%
COc1ccc(NC(=O)C2CCN(C(=O)N3CCOc4ccccc43)CC2)cc1,5%
COC(=O)C1=CN(Cc2ccc(OC)c(OC)c2)C=C(C(=O)OC)C1c1ccc(F)cc1,5%
O=C(NCc1ccccc1)c1ccc(Cl)c(NC2=NC3CS(=O)(=O)CC3S2)c1 (configuration not stated),-11%
Cc1ccc(-n2nc(CO)c(C(=O)NCc3ccccn3)n2)cc1C,-8%
CCOC(=O)c1ccccc1NC(=O)N1CCc2c(sc(C)c2CC)C1c1ccccc1 (configuration not stated),-4%
O=[N+]([O-])c1ccc(N2CCN(C(=S)Nc3ccccc3)CC2)cc1,-4%
COC(=O)c1ccc(CSc2nc3c([nH]c4ccccc43)c(=O)n2-c2ccc(F)cc2)o1,4%
O=C(NCCCN1CCOCC1)c1cc2c([nH]c3ccccc32)c(-c2cccc(Br)c2)n1,5%
O=C(NCc1ccc(Cl)cc1)c1ccc2c(c1)NC(=O)C(CS(=O)(=O)Cc1ccc(F)cc1Cl)N2 (configuration not stated),-6%
CC(=O)Nc1ccc(SCc2csc(C)n2)cc1,-1%
O=C(CSc1n[nH]c(=O)[nH]c1=O)Nc1ccccc1C(=O)c1ccccc1,-7%
NC(=O)Nc1ccc(C(=O)OCC(=O)N(Cc2ccccc2)C2CCS(=O)(=O)C2)cc1 (configuration not stated),5%
CCCOc1ccc(C(=O)N(Cc2cccs2)C2CCS(=O)(=O)C2)cc1 (configuration not stated),-10%
COc1ccccc1CNC(=O)c1ccc2c(c1)N(Cc1c(F)cccc1Cl)C(=O)CS2,13%
CCc1ccccc1NC(=O)c1nnn(Cc2ccc(Cl)cc2)c1N,8%
O=S(=O)(NCC(c1ccco1)N1CCOCC1)c1cc(F)ccc1F (configuration not stated),-5%
Cc1ccccc1CC1C(=O)Nc2ccc(Br)cc21 (configuration not stated),?
COc1ccc2c(c1)c1c(c(=O)n(-c3ccccc3C)c(=O)n1Cc1ccccc1C)n2C,0%
CN(CC(=O)NCc1ccco1)CC(=O)Nc1cc(S(C)(=O)=O)ccc1Cl,13%
Cc1ccc(C)c(NC(=O)CN2C(=O)CSc3nc(C)cc(C)c32)c1,0%
CCc1nc(SCC(=O)NCc2ccco2)c2c(=O)n(C)c(=O)n(C)c2n1,2%
CCN(CC(=O)Nc1c(F)cccc1F)C(=O)C1CCN(c2ncnc3sc(C)c(C)c23)CC1,2%
O=C(Nc1c(C(=O)N2CCC(N3CCCCC3)CC2)oc2ccccc12)c1c(F)cccc1F,-2%
Cc1ccc(CN(C)C(=O)CCc2c[nH]c3ccccc23)o1,10%
COC(=O)c1ccc(CN2CCC(CO)(Cc3ccc(OC)cc3)CC2)cc1,13%
CCOC(=O)c1nn(-c2ccccc2)c(=O)cc1SC1CCCCC1,7%
COc1ccc(OC)c(S(=O)(=O)NCc2cn3c(C)csc3n2)c1,3%
CCOc1ccc(N2C(=O)CS(=O)(=O)C23C(=O)N(Cc2cccc(Cl)c2)c2ccccc23)cc1 (configuration not stated),2%
O=C(NNC(=O)c1cnccn1)c1ccc(Cl)cc1,7%
O=C(N/N=C/c1ccc(Br)s1)c1ccccn1,-3%
Cc1coc2c(C)c3oc(=O)c(CC(=O)NCc4ccccc4)c(C)c3cc12,6%
COc1ccccc1Cc1nc2ccccc2nc1SCC(=O)Nc1ccccc1C(F)(F)F,-9%
CCCNC(=O)C1CCN(Cc2cc3ccccc3n2Cc2ccccc2)CC1,9%
CN1CCCC(OC(=O)c2cccc(S(=O)(=O)N3CCCCCC3)c2)C1 (configuration not stated),10%
COc1ccc(NC2=C(C(C)=O)C(c3ccc(OC)cc3)C(C(C)=O)C(C)(O)C2)cc1 (configuration not stated),-3%
Cc1csc(N=Cc2ccc([N+](=O)[O-])o2)n1,-3%
C(C#CCCCCCCCCC[n+]1ccccc1)#CCCCCCCCCC[n+]1ccccc1,-31%[inhibitor]
CC(NCC(=O)Nc1ccccc1C(=O)NC1CC1)c1ccco1 (configuration not stated),12%
CC1CCC(NC(=O)c2ccc(CS(=O)(=O)c3cccc(C(F)(F)F)c3)o2)CC1 (configuration not stated),5%
COC(=O)c1ccc(Oc2nc3c(c(=O)n(C)c(=O)n3C)n2C(C)C)cc1,-9%
Cc1c(NC(=O)/C(C#N)=C/c2ccc(-c3ccc(Cl)c(Cl)c3)o2)c(=O)n(-c2ccccc2)n1C,1%
COc1ccc(OC)c(NCc2cccn2-c2nnc(N3CCC(C)CC3)s2)c1,7%

# Later entries:
SMILES,aSyn tox rescue
Cc1cc(-c2ccc(C)c(S(=O)(=O)NCC3CCN(Cc4ccc(F)cc4)CC3)c2)on1,-9%
CCCN1CCN(CC(=O)NCC(=O)Nc2cccc(C)c2C)CC1,-4%
CCOc1ccc(-n2c(=O)c3c(C)c(C)sc3n(CC(=O)Nc3ccc(CC)cc3)c2=O)cc1,3%
Cc1cccc(C(=O)Nc2cccc(OCc3cc(=O)n4c(C)csc4n3)c2)c1,3%
Nc1c(C(=O)NCc2ccccc2)nnn1Cc1cccc(Br)c1,-2%
CC(NC(=O)OC(C)(C)C)C(=O)NC(CCC(=O)OCc1ccccc1)C(N)=O (configuration not stated),1%
O=C(CN1C(=O)C(=O)N(Cc2ccccc2)C1=O)Nc1cc(Cl)cc(Cl)c1,-4%
Cn1cccc1/C=N/NC(=O)c1ccncc1,2%
CC(OC(=O)c1nc(Cl)ccc1Cl)C(=O)NCc1ccccc1 (configuration not stated),-1%
COc1cccc(-c2nnc(SCc3nc4ccccc4[nH]3)n2N)c1,-8%
CCNC(=O)NC(=O)C(C)N1C(=O)NC(c2ccccc2)(c2ccccc2)C1=O (configuration not stated),-2%
CCN(CC)CCn1c(=S)[nH]c2cc(C(=O)NCCc3ccc(OC)c(OC)c3)ccc2c1=O,0%
O=C(CNC(=O)c1ccc(S(=O)(=O)N2CCCC2)cc1)N/N=C/c1ccccc1,1%
CCN1CCc2nc3sc(C(=O)c4ccccc4)c(N)c3cc2C1,4%
Cc1c(-c2ccc(Cl)cc2)c(=O)oc2c(CN3CCCC3)c(O)ccc12,-1%
CCNC(=O)c1c(NC(=O)c2nc(S(=O)(=O)CC)ncc2Cl)sc2c1CCCC2,4%
CN(C)c1ccc(C(=O)Nc2sc(Nc3ccccc3)nc2C(N)=O)cc1,-13%
COc1cc(C2Nc3ccccc3-c3cc(C)nn32)ccc1O (configuration not stated),-18%
O=C(CSc1cccc[n+]1[O-])Nc1cc(S(=O)(=O)N2CCOCC2)ccc1N1CCOCC1,-1%
CC1(C)N=C(SCc2ccc(Cl)cc2)c2ccccc2N1,1%
CCC1(c2ccc(F)cc2)NC(=O)N(CC(=O)NC2CC2)C1=O (configuration not stated),-1%
COc1ccc2[nH]c(=O)c(CN(C(=O)c3cccnc3)c3cc(C)ccc3C)cc2c1,4%
Cc1sc2nc(CN(C(=O)NCc3ccccc3)C3CCCC3)[nH]c(=O)c2c1C,18%
Cc1ccc(-c2cc(-c3ccccc3)c(C#N)c(SCC(O)CS(=O)(=O)Cc3ccccc3)n2)cc1 (configuration not stated),3%

# 14 compounds from above, arranged by formula weight, ascending:
SMILES,aSyn tox rescue
Cn1cccc1/C=N/NC(=O)c1ccncc1,2%
COc1cc(C2Nc3ccccc3-c3cc(C)nn32)ccc1O (configuration not stated),-18%
CC1(C)N=C(SCc2ccc(Cl)cc2)c2ccccc2N1,1%
CCC1(c2ccc(F)cc2)NC(=O)N(CC(=O)NC2CC2)C1=O (configuration not stated),-1%
CCN1CCc2nc3sc(C(=O)c4ccccc4)c(N)c3cc2C1,4%
Cc1c(-c2ccc(Cl)cc2)c(=O)oc2c(CN3CCCC3)c(O)ccc12,-1%
CN(C)c1ccc(C(=O)Nc2sc(Nc3ccccc3)nc2C(N)=O)cc1,-13%
CCNC(=O)NC(=O)C(C)N1C(=O)NC(c2ccccc2)(c2ccccc2)C1=O (configuration not stated),-2%
Cc1sc2nc(CN(C(=O)NCc3ccccc3)C3CCCC3)[nH]c(=O)c2c1C,18%
COc1ccc2[nH]c(=O)c(CN(C(=O)c3cccnc3)c3cc(C)ccc3C)cc2c1,4%
O=C(CNC(=O)c1ccc(S(=O)(=O)N2CCCC2)cc1)N/N=C/c1ccccc1,1%
CCN(CC)CCn1c(=S)[nH]c2cc(C(=O)NCCc3ccc(OC)c(OC)c3)ccc2c1=O,0%
O=C(CSc1cccc[n+]1[O-])Nc1cc(S(=O)(=O)N2CCOCC2)ccc1N1CCOCC1,-1%
Cc1ccc(-c2cc(-c3ccccc3)c(C#N)c(SCC(O)CS(=O)(=O)Cc3ccccc3)n2)cc1 (configuration not stated),3%

# Going on with the list.
SMILES,aSyn tox rescue
Cc1sc(NC(=O)CSc2nnnn2C(C)C)c(C#N)c1C,8%
O=C(Nc1ccccc1C(F)(F)F)C1CCN(S(=O)(=O)Cc2ccccc2)CC1,0%
Cc1ccc2nc3n(c(=O)c2c1)-c1cc2ccccc2cc1C(=O)NC3CC(C)C (configuration not stated),-3%
Cn1c(=O)nc2n(-c3ccc(Cl)c(Cl)c3)c3cc(Cl)ccc3cc-2c1=O,-5%
COc1ccc(NC(=O)NCc2c(-n3cccc3)sc3c2CCCC3)c(OC)c1,-6%
Cc1ccc(NC(=O)Cc2ccc(NC(=O)N3CCCCc4ccccc43)cc2)cc1,7%
CCN1C(=O)c2ccccc2Sc2ccc(NC(=O)c3ccc(Cl)cc3)cc21,0%
Cc1ccc(CNC(=O)CNS(=O)(=O)c2cccs2)cc1,-6%
Clc1cc(/C=N\NC2=NCCN2)cc(Cl)n1,7%
Clc1ccc(CSc2nc3ncccc3[nH]2)cc1,-12%
C[C@H]1CN([C@@H](C)CO)S(=O)(=O)c2ccc(C#Cc3ccccn3)cc2O[C@@H]1CN(C)C(=O)C1CC1,4%
CCCCc1nn2c(=O)cc(COC(=O)c3ccc(NC(=O)c4cccc(OC)c4)cc3)nc2s1,-6%
CC(C)(Oc1ccc(Cl)cc1)C(=O)NCC1CCCO1 (configuration not stated),13%
N#Cc1c(C(F)(F)F)cc(-c2cccs2)nc1SCc1ccc(F)cc1,-2%
CCCCOc1ccc(NC(=O)CSc2ccc(C(=O)O)cn2)cc1,5%
COc1cc(OC)c(NC(=O)C(=O)CC(=O)c2ccc(C)cc2C)cc1Cl,-5%
O=C(Nc1nccs1)C(F)(F)C(F)(F)C(F)(F)C(=O)Nc1nccs1,7%
CS(=O)(=O)N1CCC(C(=O)Nc2cccc(Cl)c2)CC1,2%
Cc1sc2c3ccsc3ccc2[n+]1C,11%
O=c1c2nnn(-c3ccccc3)c2ncn1C/C=C/c1ccccc1,-9%
CCN(CC)Cc1c(NC(=O)c2ccc(OC)cc2)sc2c1CCCC2,1%
O=C(/C=C/c1cccc(C(F)(F)F)c1)NNC(=O)c1ccncc1,-4%
Cn1c(=O)c2c(SCC(=O)c3ccccc3)nc(C3CC3)nc2n(C)c1=O,-5%
O=C(Nc1ncccc1O)c1cccc(S(=O)(=O)N2CCCc3ccccc32)c1,-24%
O=C1c2cccc3cc([N+](=O)[O-])cc(c23)C(=O)N1CCN1CCCC1,-2%
Cc1ccc(OCCOc2cccc(Br)c2)c([N+](=O)[O-])n1,15%
Cc1cc(O)c(C(c2ccc(F)cc2)N2CCN(c3ccccc3)CC2)c(=O)n1Cc1ccco1 (configuration not stated),1%
COc1ccc(-c2nc3ccccc3o2)cc1NC(=O)c1ccc(-c2cccc(Cl)c2C)o1,-3%
CCCCOc1ccc(C(=O)NCCc2sc3nc(-c4ccc(OC)cc4)nn3c2C)cc1,-19%
CCn1c(SCc2ccccc2)nc2ccccc2c1=O,0%
CC(C)CC(=O)Nc1ccc(C(=O)OCc2cc(=O)n3nc(C(C)C)sc3n2)cc1,-9%
COc1ccc(N(CC(=O)N2CCc3ccccc3C2)S(=O)(=O)c2ccccc2)cc1,-8%&0%
Cc1cccc(Oc2nc3ccccn3c(=O)c2/C=C(\C#N)c2nc3ccccc3s2)c1C,2%
COc1cccc(C(=O)Nc2cccc(-c3cn4ccsc4n3)c2)c1OC,-33%[inhibitor]
Nn1c(SCC(=O)Nc2ccc3c(c2)OCO3)nnc1C(F)(F)F,8%
Cc1c(C(=O)NC(C)C2CC3CCC2C3)cccc1[N+](=O)[O-] (configuration not stated),11%

# This is a subset; rates above refer to the full screens.
